eLon inh = inhibits E. coli Lon protease; purified E. coli Lon protease, fluorescence polarization; actives 0.42% (n = 360,000); inhibition, % at 7.94 µM; P0A9M0; in the data active = inhibition above about 13%, passing the limit was not always enough;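 also: 0% = enzyme with probe and DMSO and 100% = no enzyme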
SKN-1 block = blocks SKN-1 activity in C. elegans; inhibition, % at 21.8 µM; C. elegans VP596 Pgst-4::GFP/RFP ratio, acrylamide-induced, 24 h; actives 0.49% (n = 360,000);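 active = interference check ratio from 0.5 to 1.5 plus GFP to RFP signal ratio inhibition reaching or exceeding a fixed threshold, cut at about 30% in these data, passing the limit was not always enough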; also: some compounds called inactive have numbers as strong as hits
FAS-TE inh = inhibitors of human fatty acid synthase thioesterase domain. recombinant FAS-TE, OMFH fluorogenic substrate, fluorescence endpoint. inhibition, % at 15 µM. actives 0.67% (n = 360,000). AID 602261;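 active = compounds whose normalised, plate-corrected inhibition of enzyme fluorescence in the single-dose primary screen is 50% or more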;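 also: 0% = DMSO with enzyme and 100% = substrate without enzyme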
MT1-MMP act inh = MT1-MMP (human) activation inhibition. HT1080 RFP-PRO-GFP cells, GFP/RFP ratio fluorescence, overnight; percent of plate control window, DMSO zero. GFP/RFP ratio change, % at 20 µM. actives 0.061% (n = 360,000);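 active = GFP/RFP ratio change of at least 30% with cell ATP level not reduced by more than half and red fluorescence within 50% of control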; also: strong numbers were not always called active
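Assay system – RFP-PRO-GFP reporter HT1080 cells · Compound dosing – single dose of 20 µM compound, 1% DMSO final · Incubation – overnight compound exposure at 37 °C · Measure – GFP/RFP fluorescence ratio · Benchmarks – DMSO wells and RFP-L50D-GFP cells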
Rin1-Abl PPI inh = inhibitors of human Rin1-Abl protein interaction; P00519+Q13671; inhibition, % at 7.35 µM; TR-FRET Rin1/Abl binding, biochemical; actives 0.4% (n = 360,000); in the data active = inhibition above about 5%, passing the limit was not always enough
MsrA inh = bovine MsrA inhibition; purified bovine MsrA, absorbance read-out; inhibition, % at 15.5 µM; actives 0.75% (n = 360,000); AID 651718; in the data active = inhibition above about 4.5%;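 also: 0% = vehicle wells with enzyme and 100% = reference inhibitor wells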
MsrA act = bovine methionine sulfoxide reductase A activation; purified bovine MsrA, absorbance read-out; activation, % at 10.6 µM; AID 602163; actives 0.3% (n = 360,000); in the data active = activation above about 7.5%;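 also: 0% = vehicle and 100% = reference activator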
Neddylation inh = inhibitors of human cullin neddylation; TR-FRET cullin neddylation, biochemical; calls only at 25 µM; actives 0.58% (n = 360,000); AID 651699; in the data active = inhibition above about 36%
CendR NRP1 mod = alters CendR peptide binding to human NRP-1. actives 0.85% (n = 360,000). inhibition, % at 25 µM. FAM-RPARPAR peptide binding to NRP-1, fluorescence polarization. O14786. AID 602438;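 active = inhibition or corrected inhibition above about 18%, plus a signal ratio from 0.5 to 1.5, limit read from the data, passing the limit was not always enough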; also: strong numbers were not always called active
Target sequence (O14786 whole entry, looked up): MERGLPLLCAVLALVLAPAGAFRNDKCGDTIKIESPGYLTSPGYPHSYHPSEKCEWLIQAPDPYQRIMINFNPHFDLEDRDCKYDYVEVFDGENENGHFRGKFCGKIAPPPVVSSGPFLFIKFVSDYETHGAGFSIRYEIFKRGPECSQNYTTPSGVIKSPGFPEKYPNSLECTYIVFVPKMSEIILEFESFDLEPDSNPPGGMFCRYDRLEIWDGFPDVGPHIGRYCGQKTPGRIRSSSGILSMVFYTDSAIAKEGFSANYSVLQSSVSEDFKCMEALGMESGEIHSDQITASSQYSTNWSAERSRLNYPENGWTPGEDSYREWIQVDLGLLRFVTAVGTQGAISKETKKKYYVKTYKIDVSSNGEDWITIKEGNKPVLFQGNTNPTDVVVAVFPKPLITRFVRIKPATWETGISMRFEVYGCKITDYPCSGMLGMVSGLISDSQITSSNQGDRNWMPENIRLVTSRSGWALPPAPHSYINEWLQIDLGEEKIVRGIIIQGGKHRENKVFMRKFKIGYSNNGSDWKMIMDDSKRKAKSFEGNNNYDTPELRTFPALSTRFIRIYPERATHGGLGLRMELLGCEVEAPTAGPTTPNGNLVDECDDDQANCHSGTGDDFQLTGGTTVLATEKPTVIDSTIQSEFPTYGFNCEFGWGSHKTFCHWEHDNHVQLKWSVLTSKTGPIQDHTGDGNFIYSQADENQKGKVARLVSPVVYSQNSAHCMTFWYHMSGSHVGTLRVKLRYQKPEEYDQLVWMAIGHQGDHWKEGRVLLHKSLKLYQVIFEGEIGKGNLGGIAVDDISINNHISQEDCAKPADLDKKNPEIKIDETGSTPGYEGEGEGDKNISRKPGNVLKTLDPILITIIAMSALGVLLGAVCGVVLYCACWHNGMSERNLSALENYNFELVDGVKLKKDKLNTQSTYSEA
Starred values were filed as active, the others as inactive; i = inactive; · = not tested or not shown; + = active, no number.

Every second line gives: eLon inh | SKN-1 block | FAS-TE inh | MT1-MMP act inh | Rin1-Abl PPI inh | MsrA inh | MsrA act | Neddylation inh | CendR NRP1 mod
Cc1ccc2cc(CCNC(=O)C(=O)c3c[nH]c4ccccc34)c(=O)[nH]c2c1
 : -3 | -13 | -4 | -1 | -5 | -0.4 | 2 | i | 4
O=C(Nc1ccccc1Cl)C1C2CCC3C(CCC21)C3(Cl)Cl (stereo not drawn)
 : 5 | 15 | -5 | -1 | -4 | 0.0 | -3 | i | 1
Cc1nn(C)cc1C(C)NC(=O)c1cc(COc2cccc3cnccc23)on1 (stereo not drawn)
 : 7 | 11 | 0 | -4 | 1 | 0.4 | -7 | + | 0
Cc1ccc(C)c(N2CCN(CCCNC(=O)Cn3cc4c(n3)CCCCC4)CC2)c1
 : 0 | 11 | 7 | 1 | 0 | 0.3 | 1 | i | -4
O=C(CN1C(=O)NC2(CCCC2)C1=O)OCCOc1ccccc1Cl
 : -14 | 8 | -5 | 2 | 1 | -0.8 | -5 | i | 4
COCCCN(C(=O)Cn1ncc2c(=O)oc3ccc(C)cc3c21)C(C)c1ccncc1 (stereo not drawn)
 : 5 | -2 | -7 | · | -1 | -0.2 | -1 | i | -10
CCOC(=O)C(C)Sc1nc(C2CC2)cc(C(F)(F)F)c1C#N (stereo not drawn)
 : 1 | 4 | 33 | -4 | -1 | 1.1 | 0 | i | 3
CCC(CC)NC(=O)c1cccc(NC(=O)C(C)C)c1
 : -5 | -15 | -5 | -5 | 0 | 0.3 | -3 | i | 11
COC(=O)c1cc(C(=O)Nc2ccc(C)cn2)cc([N+](=O)[O-])c1
 : 2 | -11 | 25 | 2 | -2 | -1.0 | 1 | i | 0
Cc1ccccc1S(=O)(=O)Oc1ccccc1C(=O)Oc1ccccc1
 : 6 | 3 | 15 | -1 | 0 | -0.8 | -1 | i | 6
O=C(N/C(=C/c1cccc(Br)c1)C(=O)N1CCOCC1)c1ccco1
 : -8 | -3 | -10 | 1 | -3 | 0.7 | -1 | i | 15
Cc1nc2ccccc2c2oc(C(=O)NCC3COc4ccccc4O3)cc12 (stereo not drawn)
 : -8 | -10 | 18 | -3 | 1 | 1.1 | 7 | i | -13
CCCCCCn1c(=O)[nH]c2nc3cc(N)c(C)cc3nc2c1=O
 : 116* | -29 | -145 | -121 | -18 | -0.7 | -4 | i | 134
Cc1cc(Br)ccc1NC(=O)CSCc1c(C)noc1C
 : 1 | 3 | -2 | 3 | 2 | -0.7 | -3 | i | 4
COc1cc(OC)cc(N(C(=O)CNC(=O)c2cccs2)C(C(=O)NCC2CCCO2)c2ccc(OC)c(OC)c2)c1 (stereo not drawn)
 : -11 | 4 | -4 | 1 | 3 | 0.9 | -6 | i | 3
Cc1cc(C)nc(/N=C(\N)N2CCCCC2)n1
 : 11 | 11 | -13 | 1 | 2 | -0.6 | -4 | i | 2
CCCS(=O)(=O)c1c(S(=O)(=O)CCC)c2ccc(C(N)=O)cn2c1C(=O)c1ccc(OC)cc1
 : 9 | 6 | 1 | -1 | -5 | 1.0 | -3 | i | 1
COc1ccc(C2=C/C(=C\c3ccc(OC(C)=O)cc3)C(=O)O2)cc1
 : -1 | -2 | -1 | 3 | 2 | 1.1 | -3 | i | 108*
CC(=O)c1cccc(NS(=O)(=O)c2c(C)n[nH]c2C)c1
 : 8 | -5 | 0 | 1 | -1 | -0.7 | -4 | i | 4
Cn1c(CCN2CCCCC2)nc2cc(NC(=O)COc3ccc(Cl)cc3)ccc21
 : -1 | 5 | -4 | 5 | 2 | -1.2 | -2 | i | 14
O=C(COC(=O)c1cc(=O)[nH]c2ccccc12)NC(=O)NC1CCCCC1
 : -2 | -4 | -2 | -5 | -1 | 0.3 | -1 | i | 5
CN1CCN(C2=NC3(CCCC3)C(C#N)C(=O)N2)CC1 (stereo not drawn)
 : -5 | 5 | -8 | -2 | 1 | -0.3 | -3 | i | 1
CC(C)N(C(=O)Cn1cc(SCC(=O)NCC2CCCO2)c2ccccc21)C(C)C (stereo not drawn)
 : -6 | -13 | 0 | -1 | -4 | -1.4 | -9 | i | -7
C[C@@H]1[C@H]2[C@@H](O[C@@H]3O[C@H](CO)[C@@H](O)[C@H](O)[C@H]3O)OC=C(C(=O)O)[C@H]2C[C@@H]1O
 : -9 | -3 | -5 | 2 | -2 | 0.1 | -1 | i | 4
NC(=O)CC(NC(=O)Cc1cccc2ccccc12)c1ccc(NCCCN2CCCC2=O)c([N+](=O)[O-])c1 (stereo not drawn)
 : 2 | 14 | -6 | 1 | -6 | -0.3 | -11 | i | -5
CCOc1cc(N2CCOCC2)c(OCC)cc1NC(=O)COC(=O)C1CCCN1S(=O)(=O)c1ccccc1F (stereo not drawn)
 : 1 | 5 | 2 | 3 | 3 | -0.7 | -3 | i | -3
O=C(NNC1=NCCN1Cc1ccccc1)c1cccc(C(F)(F)F)c1
 : 4 | -1 | -13 | 3 | -4 | -1.1 | -2 | i | -8
COc1cc(/C=N/n2nnnc2N)ccc1OCC(N)=O
 : 0 | 16 | -4 | -2 | 3 | · | -2 | i | -3
COc1cc(/C=c2\sc3n(c2=O)C(c2ccccc2)C(c2ccccc2)=NN=3)ccc1O (stereo not drawn)
 : -62 | -7 | 27 | -60 | -1 | -0.3 | 6 | i | -55
O=C(c1ccc2c(c1)[nH]c(=S)n1c3ccccc3nc21)N1CCN(c2cccc(Cl)c2)CC1
 : -3 | 9 | 6 | 0 | -6 | 0.5 | -1 | i | -2
COc1ccc(N(C)S(=O)(=O)c2cccc(C(=O)OCC(=O)Nc3cc(C)ccc3OC)c2)cc1
 : -5 | -9 | 21 | -2 | -4 | -0.1 | -2 | i | -6
COc1ccc(OC)c(-c2csc(NC(=O)c3ccc4c(c3)OCO4)n2)c1
 : -2 | -17 | 21 | -7 | -3 | -0.7 | -4 | i | -2
Cc1cccnc1NC(=O)C1COc2ccccc2O1 (stereo not drawn)
 : -6 | -9 | -9 | 4 | 2 | 1.6 | -4 | i | -5
CCOC(=O)CC12CN3CN(C1)CC(CC(=O)OCC)(C3)C2=O
 : -5 | 6 | -3 | -5 | -7 | 1.0 | 3 | i | 1
O=S(=O)(c1ccc(Br)s1)N1CCN(c2ccccc2)CC1
 : -3 | 4 | 16 | 0 | 3 | -1.3 | -2 | i | -18
O=C(CC(=O)c1ccccc1)Nc1cccnc1Cl
 : -11 | 4 | -14 | -2 | 0 | 0.2 | -2 | i | 7
CCOc1ccc(-c2n[nH]c(=S)c3ccccc23)cc1
 : -1 | -3 | 1 | 1 | -3 | 1.0 | -1 | i | 4
CN1CCc2c(sc(/N=C/c3cc(Cl)ccc3O)c2C#N)C1
 : -26 | 10 | -12 | -20 | 1 | 0.5 | -1 | i | -62
O=C(O)c1ccc2c(c1)C1C=CCC1C(c1ccncc1)N2 (stereo not drawn)
 : 7 | 3 | -4 | -2 | -2 | -0.5 | -4 | i | -2
Cn1ncc([N+](=O)[O-])c1C(=O)N1CCOCC1
 : -11 | -19 | -4 | -2 | 1 | 3.1 | -5 | i | 3
Cc1ccc(S(=O)(=O)N2[C@@H](c3ccccc3F)C(C(=O)O)=CC[C@H]2c2ccc3c(c2)OCO3)cc1
 : -6 | 20 | -2 | -6 | 2 | 0.5 | 4 | i | -14
CN(C)C(=O)CCc1ccc2c3c([nH]c2c1)[C@]1(C)[C@@H](C(=O)N2CCOCC2)C[C@H](CC(=O)NCc2cccc(C(F)(F)F)c2)C(=O)N1CC3
 : 0 | 17 | -7 | 0 | 0 | 0.9 | -1 | i | 5
NC(=O)C1(N2CCCCC2)CCN(c2nc(-c3ccc(Br)cc3)cs2)CC1
 : -3 | -2 | 13 | 1 | -1 | 0.4 | -11 | i | -19
CN(C)/C=C1/Nc2ccccc2C1=O
 : -4 | -11 | -9 | 0 | -2 | 2.1 | -8 | i | -1
CC(=O)Oc1ccc2ccccc2c1C(NC(=O)Cc1ccccc1)c1ccccc1 (stereo not drawn)
 : 7 | 8 | 15 | -16 | 1 | -1.1 | -4 | i | -16
O=C(NCC(c1ccco1)N1CCc2ccccc21)C(=O)Nc1ccccc1 (stereo not drawn)
 : -4 | -3 | 27 | 0 | 2 | -0.3 | -7 | i | -1
COc1ccccc1NC(=O)CSCc1nc2ccccc2[nH]1
 : 4 | -2 | -15 | 3 | -1 | -0.3 | -2 | i | -3
CC(=O)c1ccccc1NC(=O)CN1C(=O)NC2(CCCCCCC2)C1=O
 : 15 | 3 | 5 | 3 | 3 | -0.1 | -6 | i | 4
Cc1[nH]nc2c1[C@@H](c1ccccc1[N+](=O)[O-])C(C#N)=C(N)O2
 : -6 | -2 | 20 | -5 | -1 | 1.2 | -13 | i | -4
CC(C)(C)N(NC(=O)Nc1ccc(Cl)c(Cl)c1)C(=O)c1ccccc1
 : 4 | -8 | 22 | -20 | 0 | 2.0 | -5 | i | 21
Oc1ccc(Br)cc1-c1cc(-c2ccccc2Cl)[nH]n1
 : 6 | -7 | -6 | 4 | -4 | 0.4 | -5 | i | 0
COc1cc(/C=N/Nc2nncn2N)ccc1OCc1c(C)no[n+]1[O-]
 : -1 | 8 | -2 | 0 | -7 | 0.5 | 6 | i | -8
Cn1c(=O)n(C)c2cc(NC(=O)c3ccccc3NS(C)(=O)=O)ccc21
 : -3 | -1 | -4 | 2 | -1 | 0.6 | 2 | i | 18
COc1cc(/C=C/C(=O)OCC(=O)c2ccc[nH]2)ccc1O
 : 3 | -1 | -4 | 2 | -2 | 3.0 | -4 | i | 0
Cc1cc([N+](=O)[O-])nn1CCCC(=O)Nc1cccnc1Cl
 : -16 | 1 | 2 | 2 | -1 | 0.7 | 2 | i | -7
O=C(CCC(=O)N1CCN(S(=O)(=O)c2ccc3ccccc3c2)CC1)NCC(F)(F)F
 : -4 | 13 | -1 | -2 | -1 | -1.2 | -3 | i | 16
COc1cc(/C=N/NC(=O)c2ccccc2Cl)ccc1Oc1ccc([N+](=O)[O-])cn1
 : -3 | -2 | 6 | 2 | -2 | 2.8 | -3 | i | -1
Cc1nnc(NC(=O)C(C)Sc2nncn2C)s1 (stereo not drawn)
 : 5 | 2 | -5 | -4 | -1 | -1.1 | -1 | i | 1
OCCN1CCN(c2cnc(-c3ccsc3)cn2)CC1
 : -2 | -3 | -7 | 0 | 6.3* | 0.3 | -3 | i | 1
CCCCCN1CC(=O)N2C(C)c3[nH]c4ccccc4c3C[C@H]2C1=O (stereo partly drawn)
 : 4 | 23 | 0 | 2 | -1 | 0.1 | 2 | i | 9

3 compounds already listed, ordered by their value in MsrA act, largest number first.
| mol | MsrA act |
| --- | --- |
| CCCCCN1CC(=O)N2C(C)c3[nH]c4ccccc4c3C[C@H]2C1=O (stereo partly drawn) | 2 |
| COc1cc(/C=N/n2nnnc2N)ccc1OCC(N)=O | -2 |
| NC(=O)CC(NC(=O)Cc1cccc2ccccc12)c1ccc(NCCCN2CCCC2=O)c([N+](=O)[O-])c1 (stereo not drawn) | -11 |

New compounds follow
Every second line gives: eLon inh | SKN-1 block | FAS-TE inh | MT1-MMP act inh | Rin1-Abl PPI inh | MsrA inh | MsrA act | Neddylation inh | CendR NRP1 mod
Clc1cccc(/C=N/Nc2ncnc3ccccc23)c1
 : 1 | 10 | 13 | 0 | 4 | 2.0 | 1 | i | -6
O=C1C(=O)N(CCCN2CCOCC2)C(c2ccc(Cl)cc2)/C1=C(/O)c1ccc(F)cc1 (stereo not drawn)
 : 5 | 4 | -3 | 1 | -1 | 1.0 | -6 | i | 10
COC(=O)c1ccc2c(c1)c(-c1ccccc1)c(-c1ccccc1)n2C
 : 3 | 7 | 22 | -3 | -4 | 1.9 | -2 | · | 32*
N#Cc1c(N)n(-c2cccc(O)c2)c2nc3ccccc3nc12
 : -8 | -4 | 2 | 4 | -5 | 2.7 | -2 | · | -12
